High-throughput results from PubChem.
aDG glyco act – activators of alpha-DG glycosylation, primary screen, uHTS, Pro5-aDG cells, AlphaScreen | alpha-DG glycosylation AlphaScreen (IIH6); 0% Pro5, 100% B10-LARGE cell signal | activation, % at 10 µM | 360,000 tested, 0.22% active;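 active = activation of at least 8% versus controls, or a plate z-score of at least 8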;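 also: Pro5 are CHO cells carrying HIG-tagged alpha-DG that lacks glycosylation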
N-glyco inh – increase of ERlucT glycosylation luciferase signal, primary screen, N-linked glycosylation inhibitor project, D54 ERlucT cells, luminescence, set 2; D54 ERlucT glycosylation luciferase reporter, 24 h; percent of 100 nM tunicamycin response; reporter increase, % at 12.5 µM; 360,000 tested, 0.23% active; AID 588692, 2011;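 active = mean luciferase reporter signal, scaled so untreated is 0 and the glycosylation-blocking control 100, at or above a set limit in every replicate; inconclusive = mean reaches the limit but not every replicate does; inactive = mean below the limit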;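 also: luciferase carries N-glycosylation sites so blocking glycosylation raises the light; 0% = median of neutral control wells and 100% = median of 100 nM tunicamycin wells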
MC4R antag cAMP – MC4R antagonists of cAMP signaling, primary screen, cell-based, TR-FRET, antagonist arm of biased-ligand search. inhibition, % at 6.5 µM. 360,000 tested, 0.48% active. MC4R-expressing cells, MTII-stimulated cAMP, LANCE TR-FRET. Melanocortin receptor 4 (Homo sapiens), P32245;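 active = inhibition above its plate's cutoff, the mean of tested wells on that plate plus 3 SD, cut at about 29% in these data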;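 also: 0% = Melanotan II alone and 100% = Melanotan II plus saturating MCL0020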
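system = U2OS cells with stable human MC4R expression | also added = Melanotan II challenge after compound preincubation | dosing = one concentration, 6.5 µM nominal | incubation = compound 30 min, challenge 1 h, detection 1 h | measured by = TR-FRET with Eu-cAMP and labeled anti-cAMP, 671 nm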
H9c2 protect – cardioprotection against H2O2-induced cell death, primary screen, uHTS, H9c2 cells, ATPLite luminescence. H9c2 cardiomyocytes, H2O2 injury protection, 2 h. protection from H2O2 cell death, % at 20 µM. 360,000 tested, 0.63% active;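 active = compounds giving at least 50% protection of heart cells from peroxide-induced death in the single-dose screen, raw or plate-pattern-corrected value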;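 also: 0% = DMSO wells with peroxide and 100% = DMSO wells without peroxide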
HTR2A ag – mouse Htr2a agonists via beta-arrestin recruitment, primary screen, cell-based, luminescence; 5-hydroxytryptamine receptor 2A (Mus musculus), P35363; CHO-K1 mHTR2A beta-arrestin complementation; percent of 30 µM serotonin response; activation, % at 7.6 µM; 360,000 tested, 0.66% active; AID 624169, 2012;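 active = activation above a run cutoff, the mean activation of all tested compounds plus 3 SD, cut at about 14% in these data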;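 also: 0% = plate median of compound wells and 100% = 30 µM serotonin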
iPSC survival up – enhancers of single-cell hiPSC survival, primary screen, ATPlite luminescence. 100% = ROCK inhibitor wells, 0% = DMSO. survival enhancement, % at 20 µM. 360,000 tested, 0.044% active. AID 602274, 2012; in the data active = survival enhancement above about 18%;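 also: cells exposed to compounds for 16 hours before the ATP read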
Exocytosis inh – LAMP-1 surface exposure blockers, TALL-104 cells – cell-based, flow cytometry, MLPCN library, primary screen; TALL-104 LAMP-1 surface exposure; cells stimulated with thapsigargin and PMA; inhibition, % at 10 µM; 360,000 tested, 0.66% active;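 active = inhibition above about 55%, limit read from the data; inconclusive = no clear call, values can overlap the other calls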
MC4R ag barr – MC4R agonists recruiting beta-arrestin, primary screen, cell-based, luminescence, agonist arm of biased-ligand search; Melanocortin receptor 4 (Homo sapiens), P32245; U2OS MC4R beta-arrestin complementation; percent of melanotan II response, DMSO zero; activation, % at 8.9 µM; 360,000 tested, 0.98% active; AID 540308, 2011;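 active = activation above a per-plate cutoff, the mean activation of sample wells on that plate plus 3 SD, cut at about 8% in these data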
ABHD5 PLIN5 PPI – ABHD5-PLIN5 interaction inhibitors, primary screen, cell lysate, split luciferase complementation, luminescence; Perilipin-5 (Homo sapiens) + 1-acylglycerol-3-phosphate O-acyltransferase ABHD5 (Homo …; inhibition, % at 4 µM; Split G. princeps luciferase complementation, 4 h; 360,000 tested, 0.78% active;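 active = inhibition above the mean inhibition across every tested compound plus 3 SD, cut at about 22% in these data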;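 also: 0% = DMSO only wells and the 100% control is not disclosed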
ABCB6 inh 2 – ABCB6 transporter inhibitors, primary screen, K562-ABCB6 cells, flow cytometry, MLPCN library; ATP-binding cassette sub-family B member 6 (Homo sapiens), Q9NP58; K562-ABCB6 porphyrin accumulation, 1 h; hits give low values; fluorescence ratio to DMSO, % at 10 µM; 360,000 tested, 0.19% active;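 active = fluorescence ratio to DMSO below 75%, the collection mean minus 3 SD; inconclusive = too few cells collected in the well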;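 also: signal is porphyrin accumulated inside mitochondria; 100% equals median channel fluorescence of DMSO control wells; lower ratio means ABCB6 inhibition with less porphyrin fluorescence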
Target sequence (Q9NP58 whole entry, looked up): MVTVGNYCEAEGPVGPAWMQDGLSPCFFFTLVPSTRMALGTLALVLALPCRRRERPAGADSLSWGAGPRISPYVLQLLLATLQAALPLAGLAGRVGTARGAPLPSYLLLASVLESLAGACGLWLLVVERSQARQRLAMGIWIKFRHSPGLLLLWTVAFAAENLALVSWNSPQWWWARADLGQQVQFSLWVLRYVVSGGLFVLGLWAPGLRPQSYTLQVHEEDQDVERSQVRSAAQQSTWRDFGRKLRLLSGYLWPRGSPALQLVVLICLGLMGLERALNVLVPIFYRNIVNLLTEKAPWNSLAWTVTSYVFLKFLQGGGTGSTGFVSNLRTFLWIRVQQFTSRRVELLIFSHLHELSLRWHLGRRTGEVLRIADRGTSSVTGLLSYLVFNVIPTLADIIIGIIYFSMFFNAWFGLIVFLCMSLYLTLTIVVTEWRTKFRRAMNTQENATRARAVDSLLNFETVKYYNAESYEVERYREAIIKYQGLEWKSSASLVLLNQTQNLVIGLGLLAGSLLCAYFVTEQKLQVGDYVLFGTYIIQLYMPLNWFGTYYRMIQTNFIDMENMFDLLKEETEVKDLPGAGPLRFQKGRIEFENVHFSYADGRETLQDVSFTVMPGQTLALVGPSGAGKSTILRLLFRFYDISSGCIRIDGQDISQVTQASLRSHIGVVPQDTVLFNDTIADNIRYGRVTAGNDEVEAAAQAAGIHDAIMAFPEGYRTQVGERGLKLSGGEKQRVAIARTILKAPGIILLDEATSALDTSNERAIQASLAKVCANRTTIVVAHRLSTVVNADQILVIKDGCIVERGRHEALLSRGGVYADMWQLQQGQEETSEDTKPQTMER
* marks the source's active call; other numbers are inactive results; ? = inconclusive; nt = no result given.

The line under a structure holds: ABHD5 PLIN5 PPI	Exocytosis inh	ABCB6 inh 2	iPSC survival up	aDG glyco act	H9c2 protect	HTR2A ag	MC4R antag cAMP	MC4R ag barr	N-glyco inh
#1 N=c1c(C(=O)NCC2CCCO2)cc2c(=O)n3ccccc3nc2n1Cc1ccc(F)cc1 (stereo unspecified)
  1	-4	99	-0.4	0.2	14	-6	5	-2.5	-1
#2 CCC(C(=O)NC(C)(C)C)N(C(=O)Cn1nnc(-c2ccccc2F)n1)c1cccc2c1CCCC2 (stereo unspecified)
  -3	-3	96	-1.3	0.3	5	-1	1	-2.3	-3
#3 CC1=Nc2ccccc2N=C(NC(=O)/C=C/C(=O)O)C1c1ccccc1 (stereo unspecified)
  1	-4	98	-0.1	0.0	-4	1	17	-2.4	6
#4 COc1cccc(CC(=O)OCC(=O)c2cc(OC)c(OC)c(OC)c2)c1
  2	0	101	-0.5	0.7	3	-3	-3	-1.0	6
#5 CCOC(=O)CSc1nnc(CNC(=O)c2cccs2)n1-c1ccccc1
  -2	-3	103	1.7	-0.1	4	4	2	-1.8	0
#6 CCOC(=O)Cc1nc(-c2ccccc2)n[nH]1
  -1	-5	98	1.6	-0.3	3	-1	12	-1.6	1
#7 Cc1ccc(-c2nnc3ccc(SCC(=O)NCc4ccco4)nn23)cc1
  10	-2	100	1.5	-0.2	8	2	4	-1.4	-1
#8 Cn1c(=O)n(C)c2cc(S(=O)(=O)Nc3cc(Cl)ccc3O)ccc21
  -3	-4	106	-0.3	-0.2	-15	6	-4	2.9	2
#9 Cc1cc(C)c(NC(=O)COc2cccnc2[N+](=O)[O-])c(C)c1
  -2	1	93	-0.4	0.9	0	2	4	-1.1	-4
#10 COc1ccccc1NC(=O)CCC(=O)N1CC(C)Oc2ccc(C)cc21 (stereo unspecified)
  -6	0	101	5.8	-0.1	17	-2	1	-0.3	1
#11 CCOC(=O)CSc1nc(-c2ccc3c(c2)OCO3)ccc1C#N
  11	-3	101	0.1	0.1	-2	-1	4	6.7	-10
#12 O=c1c2ccccc2nc2n1C(CSc1ccccc1)CS2 (stereo unspecified)
  -2	-2	92	0.7	-0.2	-2	-4	-4	-1.4	-1
#13 CCCOc1ccc(/C(O)=C2/C(=O)C(=O)N(CCN(C)C)C2c2ccc(OC)c(OC)c2)cc1 (stereo unspecified)
  2	-3	96	1.7	-0.1	2	-1	0	0.9	3
#14 Cc1ccc(C(=O)Nc2ccc3[nH]c(=O)[nH]c3c2)c(C)c1
  -4	-2	89	-2.5	0.6	2	-1	15	-2.6	2
#15 c1cncc(-c2nc(NCc3ccco3)c3ccccc3n2)c1
  0	-1	97	-5.3	-0.3	12	-1	1	0.5	1
#16 COc1cc(OC)c(C(=O)NC23CC4CC(CC(C4)C2)C3)cc1OC
  0	2	100	-0.2	0.0	-6	3	10	-1.8	-1
#17 O=C(Nc1ccccc1-c1ccccc1)C1CCCC1
  -2	-2	92	-2.5	-0.3	17	1	7	-3.0	?
#18 O=C(CCn1c(=O)c2cccn2c2cccnc21)NCc1cccc(Cl)c1
  0	-3	99	-0.7	0.0	4	6	6	0.2	-3
#19 Nc1c(N(Cc2ccco2)C(=O)c2ccccc2F)c(=O)[nH]c(=O)n1Cc1ccccc1
  4	-2	102	1.1	0.0	3	-2	4	0.2	1
#20 CCN(CC)S(=O)(=O)c1ccc(Cl)c(C(=O)Nc2cc(C)nn2-c2ccccc2)c1
  6	-2	94	1.4	0.0	1	13	0	-0.1	-1
#21 CC1(C)CC(=O)C=C(Nc2ccc(S(N)(=O)=O)cc2)C1
  -2	-6	98	-1.3	-0.2	0	-1	4	-1.0	0
#22 O=C1C2C3C=CC(C3)C2C(=O)N1CCN1CCN(S(=O)(=O)/C=C/c2ccccc2)CC1 (stereo unspecified)
  -2	-1	93	2.7	0.2	-7	0	-6	-1.1	1
#23 CC1(C)Oc2nc3ccccc3n2/C1=C\C#N
  -4	-4	99	-0.1	0.2	-2	3	-2	-1.1	1
#24 COCCN(C(=O)COc1ccccc1C#N)c1c(N)n(Cc2ccccc2)c(=O)[nH]c1=O
  0	-4	102	-0.5	0.0	4	-5	1	-2.5	-1
#25 CCNC(=S)N1CCC(NC(=O)c2ccco2)CC1
  4	-3	97	0.2	-0.4	-5	-1	-1	-1.6	-3
#26 CCN1CCN(c2ccc(S(=O)(=O)N3CCCCC3)cc2NC(=O)/C=C/c2ccc(OC)c(OC)c2)CC1
  -5	17	99	-0.5	0.5	0	-8	-4	-0.2	-1
#27 CCCC(C(=O)NCc1ccccc1)N(C(=O)Cn1nnc(-c2cccs2)n1)c1ccc2c(c1)OCCO2 (stereo unspecified)
  0	14	94	-2.9	0.5	-8	2	1	-3.0	-1
#28 O=C(Nc1ccc(S(=O)(=O)N2CCCC2)cc1)Nc1ccc(F)cc1F
  -12	-1	93	0.2	0.2	-10	0	7	-0.2	-7
#29 COc1ccc(CNC(=O)CS(=O)Cc2nc(-c3ccc(OC)c(OC)c3)oc2C)cc1 (stereo unspecified)
  5	-2	89	1.2	-0.1	1	0	5	-1.8	6
#30 Cc1nc2c(C)cccc2cc1C(=O)N/N=C/c1ccc(O)cc1
  -1	-5	97	2.2	-0.3	-2	-2	-3	-1.2	1
#31 COc1ccc(NC2CC(=O)N(c3cc([N+](=O)[O-])ccc3C)C2=O)cc1 (stereo unspecified)
  2	3	99	-0.4	0.0	0	1	16	-1.9	1
#32 COc1ccc(NC(=O)CSc2nnc(-c3cccnc3)o2)c(OC)c1
  -14	12	96	-0.4	0.3	7	-1	5	-2.2	1
#33 COc1ccc(C(=S)N2CCCCC2)cc1Br
  -9	-1	95	-0.2	0.2	6	4	9	-2.1	1
#34 CN(Cc1ccc(Cl)cc1)C(=O)c1ccc(S(=O)(=O)NCc2ccco2)cc1
  6	-6	95	-0.2	1.0	-6	-3	3	-3.4	-1
#35 C/C(=N\NS(=O)(=O)c1cccc([N+](=O)[O-])c1)c1cc2ccccc2o1
  6	-2	98	5.6	0.0	-4	3	3	-0.6	3
#36 CCOC(=O)c1c(NC(=O)CSc2nnc(CNC(=O)c3ccco3)n2C)sc2c1CCC2
  7	-4	101	0.0	-0.2	-1	-2	6	-0.6	1
#37 O=C(NCc1ccc(F)cc1F)[C@@H]1CCCN1C(=O)[C@@H]1CCCN1C(=O)c1ccc(Cl)cc1
  0	-7	101	-1.5	0.1	nt	9	nt	nt	nt
#38 CCC(Oc1ccccc1)C(=O)OCC(=O)N(CC)c1c(N)n(Cc2ccccc2)c(=O)[nH]c1=O (stereo unspecified)
  -5	1	95	0.1	0.0	-2	-3	5	-1.0	1
#39 CC1CC(C)CN(S(=O)(=O)c2ccc(NC(=O)C3CSC4(C)CCC(=O)N34)cc2)C1 (stereo unspecified)
  -2	-5	94	-0.4	0.0	-2	-3	9	3.2	0
#40 COc1ncnc(-c2ccccc2)c1-c1ccccc1
  -4	-3	100	-0.6	0.0	-2	0	-1	-1.8	0

A draw from above in order of molar mass, descending:
The line under a structure holds: ABHD5 PLIN5 PPI	Exocytosis inh	ABCB6 inh 2	iPSC survival up	aDG glyco act	H9c2 protect	HTR2A ag	MC4R antag cAMP	MC4R ag barr	N-glyco inh
#38 CCC(Oc1ccccc1)C(=O)OCC(=O)N(CC)c1c(N)n(Cc2ccccc2)c(=O)[nH]c1=O (stereo unspecified)
  -5	1	95	0.1	0.0	-2	-3	5	-1.0	1
#1 N=c1c(C(=O)NCC2CCCO2)cc2c(=O)n3ccccc3nc2n1Cc1ccc(F)cc1 (stereo unspecified)
  1	-4	99	-0.4	0.2	14	-6	5	-2.5	-1
#21 CC1(C)CC(=O)C=C(Nc2ccc(S(N)(=O)=O)cc2)C1
  -2	-6	98	-1.3	-0.2	0	-1	4	-1.0	0

(cont.)
The line under a structure holds: ABHD5 PLIN5 PPI	Exocytosis inh	ABCB6 inh 2	iPSC survival up	aDG glyco act	H9c2 protect	HTR2A ag	MC4R antag cAMP	MC4R ag barr	N-glyco inh
#41 COc1ccccc1CCn1c(N)c(C#N)c2nc3ccccc3nc21
  -4	1	95	-0.5	0.1	2	-1	-17	-0.5	12
#42 CC(C)(C)c1csc(NC(=O)CS(=O)(=O)c2ccccc2)n1
  -4	-10	85	-0.3	0.0	-7	1	14	-2.0	-2
#43 O=C(c1cc2c(s1)CCC2)N1CCN(c2ccccc2)CC1
  7	5	107	4.2	0.0	1	-4	-2	0.5	1
#44 O=C(c1ccc(S(=O)(=O)Nc2ccccc2)cc1)N1CCCCCCC1
  -8	4	99	-0.3	0.2	-4	-1	1	-0.2	1
#45 O=C(O)c1ccc(-n2c(-c3ccccc3)n[nH]c2=S)cc1
  1	0	97	-3.5	-0.1	-8	3	2	-2.2	4
#46 COc1cccc(CN(C(=O)c2cccs2)C2CCS(=O)(=O)C2)c1 (stereo unspecified)
  -2	-3	105	0.0	-0.1	-1	-10	-1	-2.5	0
#47 O=C(CSc1nnc(CNC(=O)c2ccc(F)cc2)o1)NCC1CCCO1 (stereo unspecified)
  -8	0	89	-0.3	-0.2	2	0	0	0.5	0
#48 COc1ccc(CCNC(=O)Nc2ccc3nc([C@@H]4O[C@H](CO)[C@@H](O)[C@H](O)[C@H]4O)[nH]c3c2)cc1Br
  4	6	97	-2.3	-0.1	-2	4	-1	-0.4	6
#49 Cc1n[nH]c(=S)n1/N=C/c1ccc(OCc2ccc(Cl)cc2)cc1
  -5	0	89	5.6	0.1	-11	1	8	0.5	-12
#50 COc1ccc(C(CNC(=O)C(C)(C)Oc2ccc(Cl)cc2)N2CCCC2)cc1 (stereo unspecified)
  1	-4	91	-0.3	0.4	-11	-12	3	1.6	-4
